# High-throughput results deposited in PubChem by several laboratories.
# Avidin bead fluor: compound fluoresces at 488/530 nm on avidin beads; compound fluorescence 488/530 nm, flow cytometry; hits give high values; fluorescence (KMESF) at 10 µM; 0.38% of 220,000 active; AID 1775; in the data active = fluorescence above about 47; note: inactives centre near 10
# Mcl1 Noxa PPI: disrupts binding of human Mcl-1 to Noxa peptide | inhibition, % at 21.7 µM | AID 1022 | TR-FRET Mcl-1/Noxa peptide binding, 2 h | Q07820 | 1.5% of 220,000 active;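 active = compounds that cut the protein-peptide binding signal by more than 50% relative to plate controls in a single-dose test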;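 note: His-tagged Mcl-1 with rhodamine Noxa BH3 peptide and terbium anti-His antibody; 0% = Mcl-1 plus Noxa peptide wells and 100% = peptide-only wells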
# RGS7-Gao: regulators of human RGS7-Galphao interaction; P09471; Multiplexed bead flow cytometry, RGS7-Galphao binding; actives lie on both sides; binding response (% of control), % at 10 µM; 0.35% of 220,000 active; in the data active = binding response below about 49% or above about 150%; inconclusive = no clear call, values can overlap the other calls; inactive = in between;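 note: fluorescent Galphao held in activated GDP-AlF4 state binding bead-coupled RGS7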
# RGS4-Gao reg: human RGS4-Galphao interaction regulation | binding response (% of control), % at 10 µM | Multiplexed bead flow cytometry, RGS4-Galphao binding; actives lie on both sides | 0.33% of 220,000 active; in the data active = binding response below about 49% or above about 150%; inactive = in between;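 note: fluorescent Galphao activated with aluminum fluoride binding bead-coupled RGS4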
# RGS8-Gao reg: modulates binding of RGS8 to human Galphao | multiplexed bead flow cytometry; actives lie on both sides | response (percent of control binding), % at 10 µM | 0.34% of 220,000 active; in the data active = response below about 60% or above about 140%; inactive = in between;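 note: Galphao activated as the GDP aluminium fluoride complex binding bead-coupled RGS8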
# ABCB1 block: human ABCB1 inhibition, ABCG2 as counter-screen; P08183; CCRF-Adr cells, JC-1 efflux, flow cytometry; inhibition, % at 6.6 µM; 0.067% of 190,000 active; in the data active = inhibition above about 40%;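 note: 0% = vehicle and 100% = reference inhibitor; higher value means more JC-1 retained so stronger ABCB1 efflux block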
# Target sequence (P08183 whole entry, looked up): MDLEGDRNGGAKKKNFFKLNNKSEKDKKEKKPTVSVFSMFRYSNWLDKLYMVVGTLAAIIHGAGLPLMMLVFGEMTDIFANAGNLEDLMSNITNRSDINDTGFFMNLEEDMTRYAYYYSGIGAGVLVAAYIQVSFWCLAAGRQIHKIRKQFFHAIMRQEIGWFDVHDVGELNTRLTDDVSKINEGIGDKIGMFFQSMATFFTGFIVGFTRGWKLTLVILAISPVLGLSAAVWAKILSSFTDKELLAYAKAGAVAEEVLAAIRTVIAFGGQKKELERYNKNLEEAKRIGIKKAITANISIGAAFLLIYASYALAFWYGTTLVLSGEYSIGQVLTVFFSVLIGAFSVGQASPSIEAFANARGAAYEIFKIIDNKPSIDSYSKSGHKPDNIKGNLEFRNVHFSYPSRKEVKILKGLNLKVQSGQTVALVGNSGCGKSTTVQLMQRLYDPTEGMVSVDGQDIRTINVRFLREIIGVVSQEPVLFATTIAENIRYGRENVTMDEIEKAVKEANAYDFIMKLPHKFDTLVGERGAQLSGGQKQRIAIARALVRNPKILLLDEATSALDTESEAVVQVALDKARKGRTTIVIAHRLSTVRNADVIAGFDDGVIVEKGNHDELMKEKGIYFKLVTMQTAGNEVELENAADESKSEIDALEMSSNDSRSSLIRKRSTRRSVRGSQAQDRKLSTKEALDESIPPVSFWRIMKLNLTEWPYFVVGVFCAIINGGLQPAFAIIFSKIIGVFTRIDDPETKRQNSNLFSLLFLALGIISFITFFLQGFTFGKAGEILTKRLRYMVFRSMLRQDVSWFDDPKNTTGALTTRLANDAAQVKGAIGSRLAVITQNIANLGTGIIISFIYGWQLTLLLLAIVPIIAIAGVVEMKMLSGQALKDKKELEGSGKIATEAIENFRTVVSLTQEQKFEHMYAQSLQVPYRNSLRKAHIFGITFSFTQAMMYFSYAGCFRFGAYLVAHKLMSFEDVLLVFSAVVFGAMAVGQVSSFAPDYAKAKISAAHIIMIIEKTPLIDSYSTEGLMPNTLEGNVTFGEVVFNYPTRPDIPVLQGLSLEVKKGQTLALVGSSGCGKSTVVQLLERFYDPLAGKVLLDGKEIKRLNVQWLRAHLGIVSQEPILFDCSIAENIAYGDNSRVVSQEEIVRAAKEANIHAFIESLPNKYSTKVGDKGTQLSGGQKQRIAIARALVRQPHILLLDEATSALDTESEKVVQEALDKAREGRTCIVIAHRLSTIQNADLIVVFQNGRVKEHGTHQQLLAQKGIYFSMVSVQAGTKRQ
# Mcl1 Bid PPI: Mcl-1/Bid interaction inhibition; TR-FRET Mcl-1/Bid-Dy647 peptide binding, 1536-well; inhibition, % at 21.7 µM; Q07820; 0.97% of 220,000 active;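 active = compounds that cut the binding signal by more than half at the single screening dose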;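 note: His-tagged Mcl-1 with europium anti-His antibody binding Bid BH3 peptide; 0% = Mcl-1 plus peptide wells and 100% = peptide-only wells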
# ABCG2 inh: blocks JC-1 efflux by human ABCG2 transporter. Q9UNQ0. IgMXP3 cells, flow cytometry. inhibition, % at 6.6 µM. 0.1% of 190,000 active;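 active = inhibition above 80%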;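 note: 0% = DMSO and 100% = nicardipine control wells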
#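 Test system: IgMXP3 cells (ABCG2) mixed with DDAO far-red-labelled CCRF-Adr cells (ABCB1). Reagent: JC-1 transporter substrate. Compound dosing: single test compound dose, 6.6 µM final. Times: 10 min compound exposure, 25 °C. Detection: flow cytometry of retained JC-1 fluorescence. Read-out basis: efflux inhibition in percent versus controls. Controls: nicardipine and DMSO wells.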
# Bim-Mcl-1: inhibitors of Bim-Mcl-1 interaction, human. Q07820. Bead-based flow cytometry, Bim peptide-Mcl-1 binding. inhibition, % at 10 µM. 0.1% of 190,000 active; in the data active = inhibition above about 40%;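 note: 0% = no compound tracer wells and 100% = peptide blocker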
# Pf gamet viab: inhibitors of late stage P. falciparum gametocyte viability | P. falciparum stage V gametocytes, ATP luminescence, 24 h | inhibition, % at 10.9 µM | 0.065% of 150,000 active | AID 743093;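 active = inhibition above the mean plus 3 SD of compounds within the control limits, set per campaign, cut at about 38% in these data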;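 note: 0% = DMSO wells and 100% = medium only without gametocytes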
# GSH fluor: compound fluoresces at 488/530 nm on GSH beads; GSH beads flow cytometry, compound fluorescence 488/530 nm; hits give high values; fluorescence (KMESF) at 10 µM; 0.25% of 190,000 active; in the data active = fluorescence above about 89;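 note: glutathione beads carrying GST-tagged Bcl family fusion proteins plus one bare bead set; values are compound well signal with DMSO vehicle wells as background; inactives centre near 16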
# * = called active by the depositor; ? = inconclusive; . = no result given.
SMILES,Avidin bead fluor,Mcl1 Noxa PPI,RGS7-Gao,RGS4-Gao reg,RGS8-Gao reg,ABCB1 block,Mcl1 Bid PPI,ABCG2 inh,Bim-Mcl-1,Pf gamet viab,GSH fluor
Cc1ccc(C(=O)OCCN(C)Cc2ccccc2)cc1,7,21,110,100,101,0.1,-25,-1,1,2,20
CCn1c(CNC(=O)c2ccc3c(c2)OCO3)nnc1SCC(=O)Nc1cc(C)ccc1OC,13,7,100,102,100,0.9,-40,8,-1,-1,29
CCCNCc1cc(OCC)c(OCC(N)=O)cc1Br,16,0,100,101,103,-1.5,-28,1,-4,-17,34
Cc1cc([N+](=O)[O-])cc2c1NC(=O)C2(O)N1CCCCCC1 (stereo not given),3,-6,94,75,88,2.3,-16,38,0,.,10
CCOc1cc(N2CCOCC2)c(OCC)cc1NC(=O)CN1C(=O)C2CC=CCC2C1=O (stereo not given),12,1,90,94,98,0.4,-22,31,-2,9,12
CCOCCn1c(SCc2c(F)cccc2Cl)nc2c1c(=O)[nH]c(=O)n2C,21,-1,102,98,102,2.0,-2,41,0,15,24
CC1=CN2CC(O)CN=C2C=C1 (stereo not given),.,-8,.,.,.,-0.2,-18,-1,-3,2,39
COc1cc(OC)cc(C(=O)NC2CCN(Cc3nnnn3Cc3cccs3)CC2)c1,11,10,107,102,103,0.2,-13,1,2,14,7
COCCn1c(=NC(=O)/C=C/c2cccs2)sc2cc(NC(C)=O)ccc21,13,33,104,100,101,-0.8,45,-14,-5,.,11
NC(=O)Cn1c(=O)n(CCC(=O)NCCSCc2ccccc2)c(=O)c2ccccc21,12,15,98,99,103,0.1,-3,0,0,17,10
COC(=O)C1=C(C)Nc2c(c(=O)n(C)c(=O)n2C)C1c1ccncc1 (stereo not given),4,-3,99,103,103,-0.3,-36,-1,-4,-21,10
COc1ccc(OCC(=O)N/N=C/c2ccncc2)cc1,12,-4,98,100,101,0.1,-2,3,0,8,11
Cc1cccc(NCCC(=O)c2ccc([N+](=O)[O-])cc2)c1C,11,3,?,100,100,-1.0,-51,-3,-2,2,11
O=C(NCc1ccccc1)c1c(F)c(F)c(F)c(F)c1F,11,-6,97,103,100,0.7,-20,2,0,.,52
O=C(Nc1nccs1)c1csc2c1CCCC2,6,28,104,102,101,-0.1,5,0,0,13,29
COC(CNC(=O)CCc1c(C)nc2c(-c3ccc(F)cc3)c(C)nn2c1C)OC,24,14,103,103,105,0.0,-12,0,-2,.,18
CC(C)NC(=O)CSc1nc(N)c(-c2ccccc2)c(=O)[nH]1,10,-5,?,104,102,0.5,-32,3,0,.,25
CN(C(=O)COC(=O)C1CCN(S(=O)(=O)c2cccs2)CC1)c1ccccc1,7,-5,102,103,102,0.4,-4,5,-1,-3,16
O=C(CSc1ncn[nH]1)c1ccc2c(c1)OCO2,10,14,97,101,98,0.6,-42,6,7,19,32
COCCCNc1ccc([N+](=O)[O-])cc1C(=O)Nc1cccc(C)n1,9,11,103,97,100,0.6,-20,1,-3,17,14
CN(C)S(=O)(=O)c1ccc2c(c1)nc(CCC(=O)Nc1ccc3c(c1)OCO3)n2C,3,32,98,99,102,0.7,-68,7,-4,1,5
CCN(CC)C(=O)CN(c1ccc(C)cc1)S(=O)(=O)c1ccc(SC)cc1,5,2,99,98,96,0.1,-14,-1,1,.,10
O=C(NC1CCCc2ccccc21)C1CCN(S(=O)(=O)c2cccc(C(F)(F)F)c2)CC1 (stereo not given),14,9,122,127,137,1.7,-27,19,4,-6,9
Cc1nc(N(C)C)c2sc(=S)n(C)c2n1,6,-2,102,100,100,0.1,-32,1,1,.,12
CCOC(=O)/C(C#N)=C1/C=CN(c2ccc(C)cc2)C=N1,11,-6,100,105,102,-0.1,-25,11,0,.,42
# (cont.)
SMILES,Avidin bead fluor,Mcl1 Noxa PPI,RGS7-Gao,RGS4-Gao reg,RGS8-Gao reg,ABCB1 block,Mcl1 Bid PPI,ABCG2 inh,Bim-Mcl-1,Pf gamet viab,GSH fluor
Clc1ccc(CSc2ccc(-c3cccnc3)nn2)cc1,17,6,99,95,95,1.8,9,7,0,-7,28
CC(=O)c1sc2nsc(SCCN3CCOCC3)c2c1N,7,10,?,96,93,.,-33,.,.,15,.
Cc1ccc(C(=O)NC2CC(C)(C)NC(C)(C)C2)c(C)c1,9,11,100,100,102,0.8,-25,6,0,.,59
CC1(C)CC(=O)C2=C(C1)NC1=C(C(=O)c3ccccc31)C2c1cc([N+](=O)[O-])ccc1O (stereo not given),19,25,?,112,99,.,-80,.,.,-2,.
O=S(=O)(Nc1nc2ccc(S(=O)(=O)N3CCCC3)cc2s1)c1ccc(F)cc1,10,26,100,99,99,-0.4,24,-1,0,10,35
CCOCCCNc1nc2ccccc2[nH]1,12,4,99,100,100,-0.4,-46,0,0,.,42
Cc1c(NC(=O)C2CCCN2C(=O)c2cccs2)c(=O)n(-c2ccccc2)n1C (stereo not given),21,0,103,100,101,1.1,-51,3,0,.,16
Cn1c(SCC(=O)c2c(N)n(C)c(=O)n(C)c2=O)nnc1-c1ccc(F)cc1,13,16,100,99,102,0.4,-31,1,-4,-29,5
Cc1cc(Cl)ccc1NC(=S)N1CCC(C(N)=O)(N2CCCCC2)CC1,10,10,104,103,116,1.6,-60,9,-5,-22,4
Cc1ccc(N=Cc2nc(-c3ccco3)oc2O)cc1,6,11,96,96,96,0.1,-96,0,2,-4,65
COc1ccc(C(CC(=O)Nc2ccc(Cl)cc2F)NC(=O)C(F)(F)F)cc1 (stereo not given),27,19,109,105,113,0.3,-12,2,-2,-16,14
Fc1cccc(F)c1/C=N/NC(=S)Nc1cccnc1,11,18,?,102,100,0.2,-11,10,1,-2,12
CNCC(=O)Nc1ccc(Cl)c(C(F)(F)F)c1,12,-3,108,101,104,0.3,6,2,-1,5,17
O=C(NCc1ccc(F)cc1)C(c1ccncc1)N(C(=O)c1csnn1)C1CC1 (stereo not given),18,25,99,104,102,-0.6,-1,-6,0,.,36
Cc1ccc(C)c(C(=O)COC(=O)c2ccccc2N2C(=O)C3C4CCC(C4)C3C2=O)c1 (stereo not given),16,5,98,99,102,1.1,2,6,-2,-5,17
COc1ccc(CCn2c(-c3cc([N+](=O)[O-])cc([N+](=O)[O-])c3)nc3nc4ccccc4nc32)cc1,3,-4,96,99,101,-0.3,-23,0,-4,.,5
CCN(CC)CCCN(Cc1cc2cc3c(cc2[nH]c1=O)OCO3)C(=O)Nc1ccccc1OC,32,32,94,92,105,0.1,-1,2,-3,.,13
O=C(/C(=N\O)n1cncn1)c1ccc(Cl)cc1Cl,14,13,104,101,103,0.4,-1,0,-2,.,13
O=C(NCCN1C(=O)S/C(=C\c2ccccc2F)C1=O)C1CCN(S(=O)(=O)c2cccs2)CC1,12,19,99,101,102,0.0,-7,1,-3,-1,5
O=C(CSc1ccccc1)Nc1cccc(S(=O)(=O)N2CCCC2)c1,14,-2,100,99,97,0.8,7,4,-1,.,13
Cc1cc(OC(=O)c2ccccc2Br)cc(=O)n1C,26,-1,121,106,102,0.9,-61,5,-1,-25,8
CCOC(=O)Cn1c(-c2ccccc2)ccc(C#N)c1=O,11,12,105,104,104,0.3,3,30,0,-6,18
CN(c1cccc(NC(=O)CN2C(=O)c3ccccc3S2(=O)=O)c1)S(C)(=O)=O,14,4,103,102,100,1.4,7,3,-1,5,34
CCOc1ccc2nc(-c3ccccc3)nc(SCC(=O)Nc3ncc(C)s3)c2c1,6,-3,104,107,98,0.2,6,1,-3,-14,29
CCOc1ccccc1NC(=S)N1CCC(NC(=O)C(C)(C)C)CC1,7,10,104,105,110,0.1,-11,0,1,-36,48

# At a glance, part of the list above.
SMILES,Avidin bead fluor,Mcl1 Noxa PPI,RGS7-Gao,RGS4-Gao reg,RGS8-Gao reg,ABCB1 block,Mcl1 Bid PPI,ABCG2 inh,Bim-Mcl-1,Pf gamet viab,GSH fluor
Clc1ccc(CSc2ccc(-c3cccnc3)nn2)cc1,17,6,99,95,95,1.8,9,7,0,-7,28
CC(=O)c1sc2nsc(SCCN3CCOCC3)c2c1N,7,10,?,96,93,.,-33,.,.,15,.

# The main list resumes, repeating the 3 entries before the break.
SMILES,Avidin bead fluor,Mcl1 Noxa PPI,RGS7-Gao,RGS4-Gao reg,RGS8-Gao reg,ABCB1 block,Mcl1 Bid PPI,ABCG2 inh,Bim-Mcl-1,Pf gamet viab,GSH fluor
CN(c1cccc(NC(=O)CN2C(=O)c3ccccc3S2(=O)=O)c1)S(C)(=O)=O,14,4,103,102,100,1.4,7,3,-1,5,34
CCOc1ccc2nc(-c3ccccc3)nc(SCC(=O)Nc3ncc(C)s3)c2c1,6,-3,104,107,98,0.2,6,1,-3,-14,29
CCOc1ccccc1NC(=S)N1CCC(NC(=O)C(C)(C)C)CC1,7,10,104,105,110,0.1,-11,0,1,-36,48
O=C(CCCn1c(=O)oc2ccccc21)N1CCc2ccccc2C1,7,27,104,104,104,0.3,13,4,0,.,16
COc1cc(C2C(C#N)=C(N)N(c3cccnc3)C3=C2C(=O)CC(C)(C)C3)ccc1O (stereo not given),40,-6,107,104,105,-0.7,-40,-17,-6,.,33
CN(C)c1nnnn1-c1ccc(Oc2ncc(C(F)(F)F)cc2Cl)cc1,22,-12,105,104,107,1.1,7,6,-5,13,13
O=C(NCCCN=C1NS(=O)(=O)c2ccccc21)c1ccco1,21,11,100,100,101,1.1,-2,5,-2,-12,11
CC1CN=C(Nc2cccc(S(=O)(=O)N(C)C)c2)S1 (stereo not given),6,-6,104,106,100,0.4,4,3,0,.,14
COc1ccccc1C(=O)N1CCNC(=O)C1CC(=O)Nc1ccc(Cl)cc1 (stereo not given),11,8,96,92,99,0.3,-16,2,0,-3,35
O=S(=O)(O)c1nc2ccccc2n1Cc1ccccc1,30,-1,100,97,99,0.2,0,1,4,.,13
COc1ccc(C2NC(=O)c3ccccc3O2)c(OC)c1OC (stereo not given),7,2,99,95,94,0.4,-9,2,0,17,53
Cc1nc2nc(C)c(CCC(=O)N3CCOCC3)c(C)n2n1,38,-7,96,98,100,0.4,-12,1,-1,.,14
O=C(NCCc1ccccc1)c1cc(=O)c2ccccc2o1,11,12,96,102,102,1.3,-8,48,1,2,12
CCc1cccc(CC)c1NC(=S)NCC(c1cccnc1)N(C)C (stereo not given),11,3,97,93,96,0.3,-38,1,-3,23,11
COc1nc(NCc2ccco2)nc(N2CCC(C)CC2)n1,11,4,106,111,101,0.0,-39,0,1,22,8
COc1ccc2[nH]c(=O)c(CN(CCc3ccccc3)C(C)=O)cc2c1,13,19,98,96,99,0.7,9,2,-1,.,17
Cc1oc(-c2ccccc2F)nc1CS(=O)(=O)CC(=O)NCCCc1ccccc1,7,-6,103,103,99,0.4,-10,0,0,.,14
O=C(NCCCCc1ccccc1)C1CC(c2ccc([N+](=O)[O-])cc2)=NO1 (stereo not given),29,6,96,101,102,0.3,23,1,-5,.,22
CCOC(=O)C1CCCN(CCC(=O)Nc2ccccc2)C1 (stereo not given),3,12,101,100,98,.,2,.,-2,.,15
O=C(CCS(=O)(=O)c1ccccc1)Nc1nc(-c2cccs2)cs1,.,7,.,.,.,1.2,1,18,-1,.,19

# Outcome played no part in choosing rows; about 3.3% have a hit in one of these screens.
